Bioassay records: PubChem, Columbia University Molecular Screening Center
Htt clearance – clearance of mutant huntingtin inclusions, primary screen, imaging, HeLa Exon1htt(103Q)mCFP, confocal imaging | inhibition, % at 1.5 µM | aggregate imaging; zero = plate's median compound well | AID 853, 2007 | 47,000 compounds, 0.42% hits;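 active means inhibition of aggregate fluorescence above about 70%, also judged a hit by eye on the cell image, limit read from the data, passing the limit was not always enough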;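 further: cells exposed to compound for three days before fixation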
Htt clearance grain fraction – also measured in Htt clearance; calls as there; fraction fluorescence in grains; measured here: aggregate grain fluorescence fraction; active compounds read low;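 scaled fraction of total cell fluorescence in grains with unit not stated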
The depositor's hits bear a star; i = inactive. This is a subset; count on the stated rates, not on these rows.

The first 7 entries as a preview:
SMILES	Htt clearance	Htt clearance grain fraction
CCOc1ccccc1N(CC(=O)Nc1ccc2c(c1)OCO2)S(C)(=O)=O	-35	43
O=C(NCC1CCCO1)c1coc2nc3ccccc3nc12 (stereo not given)	25	16
Cc1ccc(NC2c3ncccc3C(=O)N2c2ccccc2C)cc1C (stereo not given)	-17	47
O=C1C=C(c2ccccc2)C[C@H](c2cccs2)[C@H]1n1cnc([N+](=O)[O-])c1	-33	24
CC(NC(=O)C1C2C=CC(C2)C1C(=O)O)c1ccccc1 (stereo not given)	6	19
COc1cccc(C2C(C(=O)c3sc(C)nc3C)=C(O)C(=O)N2CCN2CCOCC2)c1 (stereo not given)	20	27
C/C(=C\C(=O)Nc1nccs1)c1ccccc1	-16	23

Results, previewed entries included:
SMILES	Htt clearance	Htt clearance grain fraction
CCOc1ccccc1N(CC(=O)Nc1ccc2c(c1)OCO2)S(C)(=O)=O	-35	43
O=C(NCC1CCCO1)c1coc2nc3ccccc3nc12 (stereo not given)	25	16
Cc1ccc(NC2c3ncccc3C(=O)N2c2ccccc2C)cc1C (stereo not given)	-17	47
O=C1C=C(c2ccccc2)C[C@H](c2cccs2)[C@H]1n1cnc([N+](=O)[O-])c1	-33	24
CC(NC(=O)C1C2C=CC(C2)C1C(=O)O)c1ccccc1 (stereo not given)	6	19
COc1cccc(C2C(C(=O)c3sc(C)nc3C)=C(O)C(=O)N2CCN2CCOCC2)c1 (stereo not given)	20	27
C/C(=C\C(=O)Nc1nccs1)c1ccccc1	-16	23
CCOC(=O)c1oc2nc(C(C)C)c3c(c2c1N)CCC3	-17	44
Cc1nc2ccccc2n1CCC(=O)O	-30	24
COc1cccc(CN2C(=O)CN(C3CCCCC3)C(=O)C2c2ccc(F)cc2)c1 (stereo not given)	11	17
OC1(c2ccc3c(c2)OCO3)CCN(Cc2ccccn2)CC1	42	20
CCC(C)NS(=O)(=O)c1ccc(OCC(=O)NCc2cccnc2)cc1 (stereo not given)	-33	29
CC1CCN(c2nc3c(c(=O)[nH]c(=O)n3C)n2Cc2ccccc2)CC1	i	525
Cc1cc(C)c2nc(SCC(=O)Nc3ccccc3N3CCOCC3)c(C#N)cc2c1	-142	42
CN(C)c1ccc(C2C3C(=O)N(c4ccc(C(=O)O)cc4)C(=O)C3ON2c2ccccc2)cc1 (stereo not given)	-95	62
c1ccc2c(c1)CCCN2Cc1nnc2n1CCCCC2	-40	57
CCC(=O)Nc1nc2ccc(S(C)(=O)=O)cc2s1	62	7.7
O=C(c1cncc(Br)c1)N1CCCc2ccccc21	54	8.5
O=C(O)c1c[nH]c2c(C(F)(F)F)cccc2c1=O	-23	40
COc1ccc(NC(=O)c2cc(-c3cccnc3)nc3ccc(C)cc23)cc1OC	4	30
CCCCNC(=O)CCCCCn1c(=O)[nH]c2cc(OC)c(OC)cc2c1=O	13	29
O=C(N/N=C/c1ccc(N2CCOCC2)o1)c1cccc(F)c1	2	16
COCC(=O)Nc1cc(OC)c(Cl)cc1OC	-8	19
CC(C)C(=O)Nc1ccc(NC(=O)c2cccc(F)c2)cn1	-4	42
COc1ccc(C2Nc3ccccc3C(=O)N2Cc2ccccc2)cc1CSc1ccccn1 (stereo not given)	12	27
CCc1nnc(NC(=O)CSc2nnc(-c3ccccc3O)n2-c2ccc(C)cc2C)s1	-23	25
COc1ccc(NC(=O)Cn2c(-c3ccccc3)cn(-c3ccc(C)cc3)c2=O)cc1	-13	35
O=C(COc1ncnc2ccccc12)NCc1ccc2c(c1)OCO2	2	19
CCCC(=O)c1cn(CC(=O)OC)c2ccccc12	32	25
O=C(CCCn1c(=S)[nH]c2cc3c(cc2c1=O)OCO3)N1CCc2ccccc2C1	14	26
CC(C)CC(=O)NCCNC(=O)c1cc(OCC(F)(F)F)ccc1OCC(F)(F)F	-12	42
CC1=NN(S(=O)(=O)c2ccc(F)cc2)C(=O)c2ccccc2O1	-6	40
COc1ccc(NC(C)=O)cc1NC(=O)CSc1nnc(-c2ccc(F)cc2)n1N	-2	34
Cc1ccc(C(=O)Nc2nc(C)c(C)s2)o1	21	15
COc1ccccc1C(=O)N1CCN(CCc2ccccc2)CC1	36	12
O=S(=O)(c1cccc(-c2csc(-c3ccccc3)n2)c1)N1CCOCC1	-20	41
Cc1ccc(S(=O)(=O)N2CCCC(c3nnc4n3-c3ccccc3SC4)C2)cc1 (stereo not given)	22	13
CC(C)C(OC(=O)C1CCCO1)C(=O)NC1CCCC1 (stereo not given)	-33	24
Nc1ccc(Cl)c(NC(=O)c2cccs2)c1	3	18
Cc1ccc(C)c(C(=O)NCCN(C)C)c1	-13	21

In a second layout: entries from further up
Htt clearance | Htt clearance grain fraction | smiles
14 | 26 | O=C(CCCn1c(=S)[nH]c2cc3c(cc2c1=O)OCO3)N1CCc2ccccc2C1
-12 | 42 | CC(C)CC(=O)NCCNC(=O)c1cc(OCC(F)(F)F)ccc1OCC(F)(F)F

Single records, as listed above.
`Cc1ccc(C)c(C(=O)NCCN(C)C)c1` across the screens: Htt clearance = -13; Htt clearance grain fraction = 21
`CCCCNC(=O)CCCCCn1c(=O)[nH]c2cc(OC)c(OC)cc2c1=O` across the screens: Htt clearance = 13; Htt clearance grain fraction = 29

Other entries follow.
SMILES	Htt clearance	Htt clearance grain fraction
c1ccc(-c2ccccc2-c2nc(-c3ccncc3)no2)cc1	-6	20
Cc1cc(C(=O)NCCCC(=O)O)c(C)o1	2	32
CCCOc1ccc(C(=O)N2CCCC2C(=O)O)cc1 (stereo not given)	-39	29
Cc1cc(C)c2oc(-c3ccc(Cl)c(NC(=O)c4ccc(C#N)cc4F)c3)nc2c1	-103	41
O=C(c1cccs1)N1CCN(C(=O)N2CCOCC2)CC1	-4	41
O=C(CSc1nc(-c2ccco2)cc(C(F)(F)F)n1)NCCc1ccccc1	57	7.5
CCOc1ccccc1NC(=O)N1CCC(NC(=O)c2ccccc2C)CC1	6	20
Cc1ccc(OCCNS(=O)(=O)c2ccc(N3CCCC3=O)cc2)cc1	-3	18
COc1cc(OC)c2c(c1)OC(c1ccc(OC)c(OC)c1)C(O)C2=O (stereo not given)	-144	81
COc1cc(C(C)=O)ccc1OCC(O)CNCC1(N2CCCCC2)CCCCC1 (stereo not given)	-111	46
Fc1ccc(SCCc2ccncc2)cc1	-80	65
O=S(=O)(Nc1cccnc1)c1cccs1	-18	41
CC(=O)Nc1ccc(S(=O)(=O)Nc2nc(CN3CCOCC3)nc3sc4c(c23)CCCC4)cc1	26	16
COc1ccc(C(=O)/C=C/Nc2cccc(O)c2)cc1	-9	26
O=C(NC1(C(F)(F)F)C(=O)Nc2c1c(=O)[nH]c(=O)n2-c1ccccc1)c1cccnc1 (stereo not given)	-14	39
CCCC(=O)Nc1cccc(C(=O)Nc2nccs2)c1	63	12
c1csc(-c2nc3nc4ccccc4nc3n2Cc2ccc3c(c2)OCO3)c1	12	16
CCn1c(Cc2ccccc2)nnc1SCC(=O)Nc1nc(C)c(C)s1	26	15
COc1ccc(-c2noc(-c3ccccc3C(=O)Nc3cccnc3)n2)cc1	31	14
O=C(c1ccco1)N1CCN(C(c2ccccn2)c2nnnn2C2CCCC2)CC1 (stereo not given)	8	17
O=C(c1ccc(-c2ccccc2)cc1)N1CCN(c2ncccn2)CC1	-3	17
O=C(CSc1nnc(-c2cccs2)n1Cc1ccccc1)NCc1ccc2c(c1)OCO2	-6	40
Cn1c(=O)oc2cc(S(=O)(=O)N3CCCC3)ccc21	11	43
CC1CCN(c2nnc(N)s2)CC1	-20	49
COc1ccc(N2CCN(c3oc(COc4ccc(Cl)cc4Cl)nc3C#N)CC2)cc1	-46	58
COc1ccccc1C(c1nnnn1C(C)(C)C)N1CCCCCC1 (stereo not given)	32	14
COc1ccccc1NC(=O)c1cc(S(=O)(=O)N2CCOCC2)ccc1Cl	7	18
CN(C)c1nc(N)nc(CSc2n[nH]c(-c3ccccc3)n2)n1	16	16
COC(=O)c1cc(NCc2ccccc2F)ccc1N1CCOCC1	24	14
COc1cc2[nH]c(=S)n(NC(=O)CC(C)C)c(=O)c2cc1OC	42	9.7
N#CCC(=O)N1CCn2c1nc1ccccc12	-6	21
Clc1ccc(NC2=NCCC2)cc1Cl	-9	22
CCOc1ccc(-n2c(COc3ccccc3)nnc2SCC(N)=O)cc1	-37	50
CC(C)Oc1cc(NC(=O)CSCC(=O)Nc2cccc(C(F)(F)F)c2)c(Cl)cc1Cl	-12	35
CCOC(=O)c1nnc(-c2ccc(C)cc2)nc1Sc1ccccc1Cl	-159	82
COc1ccc(C(=O)COC(=O)C(CC(C)C)N2C(=O)c3ccccc3C2=O)cc1 (stereo not given)	-10	23
CCN1CCCC1CNC(=O)c1cc2c(=O)n(C)c3ccccc3c2n1C (stereo not given)	31	21
C=CCNC(=O)CSc1ccc(Cl)cc1	25	15
COc1ccc(C2Oc3ccccc3N2C(C)=O)cc1 (stereo not given)	10	33
CC(C)C1N=C2c3ccccc3N=C(SCc3cc(=O)n4cc(Cl)ccc4n3)N2C1=O (stereo not given)	-7	44
CC1Cc2ccccc2N1C(=O)CCn1c(=O)oc2ccccc21 (stereo not given)	19	39
COc1ccc(NC(=O)NCCN2C(=O)C3C4C=CC(C4)C3C2=O)cc1 (stereo not given)	13	28
COc1ccccc1N1CCN(Cc2ccsc2)CC1	-1	18
CCOCC(=O)Nc1nnc(Cc2ccc(OC)c(OC)c2)s1	26	16
CCCOn1nnnc1-c1ccccc1	-35	27
Cc1cccc(Nc2nc3c(c(=O)n(C)c(=O)n3C)n2Cc2ccccc2)c1	40	11
CCOC(=O)C1=C(N)N(c2ccccc2Oc2ccccc2)C(=O)C1	-95	40
O=C(NCCc1ccncc1)C12CC3CC(CC(C3)C1)C2	-22	46
O=C(O)c1cccnc1Oc1ccccc1	-2	19
CSc1nsc(SC)c1NC(=O)OC1CCCCC1	55	7.4
N#CCSc1nc(Nc2ccc3c(c2)OCO3)c2ccccc2n1	-4	42
CC(=O)c1cn(CC(=O)Nc2ccccc2)c2ccccc12	23	14
CCn1c(SCC(=O)c2cc(OC)ccc2OC)nnc1C(C)C	56	16
CC(=O)NC(O)C(=O)c1ccco1 (stereo not given)	5	33
CCOc1ccc(OCC)c(NC(=O)Nc2ccc3c(c2)N(C)C(=O)CS3)c1	26	27
CN1CCN(S(=O)(=O)c2ccc(NC(=O)c3cccs3)cc2)CC1	6	16
Cc1ccc(C)n1-c1ccc(N2CCOCC2)c(Br)c1	-13	18
O=c1c2cc(N3CCOCC3)ccc2[nH]c(=S)n1Cc1cccc(Cl)c1	-5	39
COc1ccc(N2C(=O)CSC23C(=O)Nc2ccccc23)cc1 (stereo not given)	-24	23
CCNS(=O)(=O)c1ccc(NC(=O)Cn2nc(C(F)(F)F)cc2C)cc1	-40	46
Additional structures
SMILES	Htt clearance	Htt clearance grain fraction
CCOC(=O)c1cnn(CCOC(=O)Cc2cccs2)c1NC(=O)Cc1cccs1	41	20
COc1ccccc1N1CCN(C(=O)CN(CCc2ccccc2)S(C)(=O)=O)CC1	-437	192
CCC(C)NC(=O)c1ccc(NC(=O)C2CCCO2)cc1 (stereo not given)	12	30
CC1(C)CC(=O)C2=C(C1)N(CC1CCCO1)C(=O)NC2(C(F)(F)F)C(F)(F)F (stereo not given)	27	14
COc1ccc(NC2CC(=O)N(C(C)C)C2=O)cc1 (stereo not given)	59	7.9
Cc1ccc(C(=O)CN(C(=O)c2ccc(Cl)c(Cl)c2)N2C(=O)C3C4C=CC(C4)C3C2=O)cc1 (stereo not given)	-29	46
CC(C)C(=O)N1CCN(c2ccc(NC(=O)c3ccc(Br)o3)cc2)CC1	20	15
CC1CN(c2oc(COc3ccc(Cl)cc3Cl)nc2C#N)CC(C)O1 (stereo not given)	-108	40
O=C(CN1CCN(Cc2ccc(Cl)cc2)C1=O)NCCCN1CCN(c2ccc(F)cc2)CC1	26	12
Cc1ccc(-n2c(=O)[nH]cc(C(=O)Nc3ccc4c(c3)OCCO4)c2=O)cc1C	52	9
COC(=O)C1CCN(S(=O)(=O)Cc2ccccc2)CC1	49	17
Cc1ccccc1NC(=O)Cc1nnc(SCC(=O)N2CCN(c3ccccc3)CC2)n1C	20	14
O=C(Nc1ccccc1-c1ccccc1NC(=O)c1ccco1)c1ccco1	28	13
CCOC(=O)c1sc(NC(=O)c2cccc(S(=O)(=O)N3CCN(C)CC3)c2)cc1C	45	24
COC(=O)Sc1nnc(-c2ccc(Br)cc2)o1	-49	54
NC(=O)c1ccccc1NS(=O)(=O)c1ccccc1	32	22
O=C(Nc1ccc2c(c1)OCO2)C(c1ccc(Cl)cc1)N1CCC2(CC1)OCCO2 (stereo not given)	24	28
COc1ccc(-c2ccc(SCC(=O)N3CCCC3)nn2)cc1OC	4	32
COC(=O)c1ccc2c(=O)n(CCN3CCOCC3)c(=S)[nH]c2c1	16	31
CC(Cc1c[nH]c2ccccc12)NC(=O)C1CCCNC1=O (stereo not given)	87*	2.9*
CCc1ccc(CN2CCN(C(=O)c3cccc(OC)c3OC)CC2)cc1	27	15
CCS(=O)(=O)N1CCN(C(=O)c2ccc(-c3ccccc3)cc2)CC1	20	29
CCSc1nnc(NC(=O)CCNS(=O)(=O)c2cc(Br)cnc2N)s1	-8	20
CCOC(=O)c1c(C#N)c(SCC(=O)Nc2ccc(OC)cc2)nc2c1CN(CC)CC2	-43	26
COc1ccc(CCNC(=O)c2nnn(-c3ccc4c(c3)OCCO4)c2N)cc1OC	-27	21
CCN1CCN(Cc2cc(=O)oc3cc4c(cc23)CCC4)CC1	-7	47
CCCC1S/C(=N/N=C/c2ccc(OC)cc2)N(Cc2ccc(OC)cc2)C1=O (stereo not given)	0	38
CCCS(=O)(=O)NCCc1cc2cc(C)c(C)cc2[nH]c1=O	3	45
CCC(=O)Nc1ccc(C(=O)CSc2nnc(-c3ccc(O)cc3)n2CC2CCCO2)cc1OC (stereo not given)	-31	49
CC1CCc2nc(NC(=O)CSc3nc4ccccc4o3)sc2C1 (stereo not given)	-36	28
COc1cc(/C=N/NC(=O)c2cccnc2)ccc1OC(=O)c1ccco1	63	14
Cn1c(=O)n(C/C=C/c2ccccc2)c(=O)c2c1nc1n2CCCN1Cc1ccccc1	1	34
O=c1c2c3c(sc2ncn1/N=C/c1ccc(Br)o1)CCCC3	2	37
